TDP1 block – TDP1 (human) enzyme inhibition; Q9NUW8; recombinant TDP1, AlphaScreen DNA substrate cleavage; Potency, µM (series often up to 130 µM), for inactives: at the highest dose activity change, negative = inhibition, most hits filed as inhibitors; 350,000 compounds, 0.28% hits; AID 485290; note: nearly all actives have a fitted effect of over 40% in size
Target sequence (Q9NUW8 whole entry, looked up): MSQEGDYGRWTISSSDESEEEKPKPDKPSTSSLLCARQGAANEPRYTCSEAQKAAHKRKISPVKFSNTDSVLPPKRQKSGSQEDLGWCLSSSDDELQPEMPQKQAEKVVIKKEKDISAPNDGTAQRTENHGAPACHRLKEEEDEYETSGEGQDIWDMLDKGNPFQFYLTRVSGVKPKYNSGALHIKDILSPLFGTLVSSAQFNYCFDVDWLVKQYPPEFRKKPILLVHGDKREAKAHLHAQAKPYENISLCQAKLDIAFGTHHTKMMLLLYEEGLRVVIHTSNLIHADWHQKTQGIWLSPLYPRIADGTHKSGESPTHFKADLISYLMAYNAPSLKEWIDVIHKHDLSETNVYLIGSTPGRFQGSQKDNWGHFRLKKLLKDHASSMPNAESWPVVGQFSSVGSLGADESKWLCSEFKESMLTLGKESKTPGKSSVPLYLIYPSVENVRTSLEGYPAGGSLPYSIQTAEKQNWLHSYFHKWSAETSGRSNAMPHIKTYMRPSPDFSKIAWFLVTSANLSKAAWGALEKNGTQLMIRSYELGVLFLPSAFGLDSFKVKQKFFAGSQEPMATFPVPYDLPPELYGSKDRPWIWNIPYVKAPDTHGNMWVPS
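E. coli-derived human Tdp1, 1 nM final. Cpd preinc 15 min RT; substrate 15 nM final, 5 min RT; AS bead mix 10 ug/ml final, 10 min RT. Signal loss = tyrosine-FITC cleavage. No-enzyme wells = max signal.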
TDP1 cell noCPT – qHTS for Inhibitors of human tyrosyl-DNA phosphodiesterase 1 (TDP1): qHTS in cells in absence of CPT. DT40 Tdp1-/- hTDP1 cells, no CPT, ATP luminescence, 48 h. 420,000 compounds, 15% hits. Potency, µM (doses to about 46.2 µM), for the others: at the top dose activity change, negative = growth inhibition, actives largely listed as inhibitors; note: nearly all actives have a fitted effect of over 55% in size
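Chicken DT40 Tdp1-/- cells stably complemented with human TDP1 were seeded at 400 cells/well with DMSO in place of 20 nM camptothecin. After compound pinning, cells grew at least 48 hr at 37 °C; viability read by CellTiter-Glo luminescence.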
N370S GC mod – inhibitors or activators of N370S glucocerebrosidase for Gaucher disease. Potency, µM (doses to about 59.4 µM), for inactives: at the top dose activity change, negative = inhibition, most hits filed as inhibitors. N370S GC spleen homogenate, 4MU-glucoside fluorescence. AID 2101. P04062. 330,000 compounds, 0.092% hits;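 note: 0% = full enzyme activity and -100% = no enzyme basal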
The depositor's hits bear a star; ? = inconclusive; . = no result given; & = joins results of further samples; [ ] = another dose, or the depositor's remark. Calls come from the whole dose curve; as a rule, active = well fitted curve in the direction sought with a large enough effect; inconclusive = small, poorly fitted or top-dose-only effect, or another doubt; inactive = no such curve, though single readings can be large; an effect the other way counts as inactive or inconclusive. Unless noted, % is set by controls: 0 for no effect and ±100 for the full control effect; potency is the fitted concentration of half-maximal effect. Some of the compounds tested (hit frequency here may not be typical).

1	O=C(c1cccs1)N1CCCc2cc(NS(=O)(=O)c3ccc(Br)cc3)ccc21
2	CCc1ccc(C2CC(=O)N3CN(c4ccccc4)CSC3=C2C#N)cc1 (configuration not stated)
3	Nc1c2c(nc3cccc(Cl)c13)N(c1ccccc1)CC2
4	Clc1ncccc1-c1nnn(-c2ccccc2Br)n1
5	CCOC(=O)c1ccc(NC(=O)C2(c3ccccc3)CCOCC2)cc1

assay / compound,1,2,3,4,5
TDP1 block,8.8%,7.8%,.,3.8%,6.6%
TDP1 cell noCPT,?,?,-11.9%,-16.2%,-17.8%
N370S GC mod,.,-4.2%,3.4%,3.5%,-11.7%

6	CCOC(=O)c1nn(-c2ccccc2F)c2nc(-c3ccco3)c(C#N)c(=O)n12
7	COc1ccc(Oc2ncc3nc(CCc4ccccc4)c(=O)n(C)c3n2)cc1
8	CCC(CC)NC(=O)Cc1ccccc1[N+](=O)[O-]
9	O=C(NCCc1ccccc1)c1ccc2c(c1)N(Cc1ccc(F)cc1)C(=O)c1ccccc1S2(=O)=O
10	CCCCCCN=C(C)c1ccccc1O

assay / compound,6,7,8,9,10
TDP1 block,1.3%,.,2.1%,0.0%,4.7%
TDP1 cell noCPT,-29.5%,-27.2%,-3.6%,13µM*,-3.8%
N370S GC mod,10.5%,16.7%,1.6%,.,1.9%

11	O=C(CCC1CCCN(C(=O)c2cncs2)C1)NCc1ccc(F)c(F)c1 (configuration not stated)
12	Cc1onc(-c2c(Cl)cccc2Cl)c1NC(=O)N(C)N
13	O=C(NO)c1ccc(C(=O)N(C2CCCCC2)C2CCCCC2)cc1
14	O=C(COC(=O)c1ccncc1)NC(=O)C1CCCCC1
15	Cc1ccc(NC(=O)n2ncc3c(C)cccc32)c(C)c1

assay / compound,11,12,13,14,15
TDP1 block,-3.6%,2.6%,4.1%,0.0%,8.6%
TDP1 cell noCPT,?,-25.9%,20.6µM*,3.9%,-15.2%&-27.6%
N370S GC mod,0.4%,0.6%,-25.5%,7.4%,4.2%

16	CCOc1ccc(-n2c(=S)sc3c(=O)n(-c4ccccc4)c(SC)nc32)cc1
17	CCN(C(=O)CSc1nc(C)cc(=O)[nH]1)C1CCCCC1
18	COc1ccccc1CNC(=O)CN1c2cccc3cccc(c23)S1(=O)=O
19	CCC1CCCCN1c1nc2c(C=O)c(C)nn2c2ccccc12 (configuration not stated)
20	Nc1[nH]n(-c2ccccc2)c(=O)c1N=Nc1ccc2ncsc2c1

assay / compound,16,17,18,19,20
TDP1 block,.,0.4%,0.5%,-10.8%,8.7%
TDP1 cell noCPT,7.7%,0.8%,1.2%,16.4µM*,-59.9%
N370S GC mod,-4.1%,.,.,?,-2.6%

21	CCOC(=O)COC(=O)c1ccc(Oc2cc(C)nc(SC)n2)cc1
22	COc1ccc(N(C=O)C(=S)SC)cc1
23	OC1(c2ccc(Cl)cc2)CCN(Cc2cn[nH]c2-c2ccc(F)cc2)CC1
24	COc1ccc(/C=C/c2nc(S(=O)(=O)c3ccccc3)c(NCCCN(C)C)o2)cc1OC
25	CCOc1ccccc1NC(=O)COc1coc(CN2CCCc3ccccc32)cc1=O

assay / compound,21,22,23,24,25
TDP1 block,-4.4%,2.8%,0.0%,5.0%,3.0%
TDP1 cell noCPT,-3.8%,-19.4%,4.11µM*,-3.0%,?
N370S GC mod,3.6%,-2.5%,-5.2%,25.1%,-1.2%

26	O=C(Nc1cccs1)Nc1ccccc1Cl
27	O=C(Nc1nc(-c2ccc(F)c(F)c2)cs1)c1cnccn1
28	CN1CCN(C2=C(Cl)C(=O)N(Cc3ccccc3)C2=O)CC1
29	COc1ccc(CCNC(=O)CCn2c(=O)c3cccn3c3ccc(F)cc32)cc1OC
30	CC(=O)NC(=S)NNC(=O)COc1ccc(Br)cc1

assay / compound,26,27,28,29,30
TDP1 block,-7.0%,.,0.0%,3.9%,6.0%
TDP1 cell noCPT,?,-1.1%,-17.5%,16.4µM*,0.9%
N370S GC mod,-4.4%,4.7%,1.9%,.,-23.5%

31	COc1ccccc1OCCNC(=O)c1ccc(Br)cc1
32	COc1ccc(OC)c(/C=N/NC(=O)CC(=O)NCc2ccccc2)c1
33	COc1cccc(-c2cc(N)nn2C(=O)Nc2ccc(Cl)cc2)c1
34	O=c1oc2ccc3ccccc3c2c2c1SC(C(F)(F)F)C2 (configuration not stated)
35	Cc1ccccc1NC(=O)CSc1nc2scc(C)c2c(=O)[nH]1

assay / compound,31,32,33,34,35
TDP1 block,.,-2.4%,9.8%,2.0%,.
TDP1 cell noCPT,-24.0%,4.0%,?,?,?
N370S GC mod,26.5%,10.3%,-11.0%,23.1%,-1.3%

36	CCCn1c(SCC(=O)N2CCN(C(C)=O)CC2)nc2sc3c(c2c1=O)CCC3
37	O=C(c1ccc2c(=O)n(C3CCCC3)c(=S)[nH]c2c1)N1CCCCCC1
38	CCOc1ccc(OCc2ccc(C(=O)Nc3cccnc3)o2)cc1
39	COc1ccc(N(CC(=O)Nc2ccc(S(=O)(=O)N3CCOCC3)cc2)S(=O)(=O)c2ccc(F)cc2)cc1
40	CN1CCN(c2ccccc2NC(=O)C(Cc2ccccc2)n2cccc2)CC1 (configuration not stated)

assay / compound,36,37,38,39,40
TDP1 block,7.7%,2.6%,1.9%,2.7%,7.8%
TDP1 cell noCPT,-18.2%,13µM*,?,?,?
N370S GC mod,0.8%,-3.6%,-7.7%,-6.4%,-29.0%

41	CCc1ccccc1NC(=O)c1ccc(CN2C(=O)CCn3nc(C)cc32)cc1
42	CC(=O)C1=C(O)CC(c2ccccc2)CC1=NCCc1c(C)[nH]c2ccc(C)cc12 (configuration not stated)
43	Cc1ccc(NC(C#N)c2ccccc2OCc2ccccc2)cc1 (configuration not stated)
44	CCCN(CC(=O)Nc1cc(Cl)ccc1Cl)C(=O)/C=C/c1ccco1
45	CN(CCO)c1ccc(-c2n[nH]c(=O)c3ccccc23)cc1[N+](=O)[O-]

assay / compound,41,42,43,44,45
TDP1 block,2.8%,-2.6%,-3.8%,-4.1%,.
TDP1 cell noCPT,-7.6%,?,?,?,?
N370S GC mod,.,?,-26.5%,4.6%,5.3%

46	O=C(OC1CCCCC1=O)c1cc(=O)c2ccccc2o1 (configuration not stated)
47	O=C(NCCN1CCOCC1)c1ccc(CS(=O)(=O)Cc2ccccc2F)o1
48	Cc1cccc(NC(=O)C2CCN(S(=O)(=O)c3c(C)noc3/C=C/c3ccco3)CC2)c1C
49	CN(C)c1nc(C(N)=O)nc(N2CCOCC2)n1
50	CC1CCCCN1C(=O)Cn1c(=O)oc2cc(S(=O)(=O)N3CCCC3)ccc21 (configuration not stated)

assay / compound,46,47,48,49,50
TDP1 block,-4.8%,-2.2%,0.0%,3.0%,.
TDP1 cell noCPT,-1.4%,-3.7%,-8.9%,-27.7%,-18.3%
N370S GC mod,0.7%,8.6%,.,-0.1%,?

The closing 4 compounds of the section before are carried over, then new ones follow.
47	O=C(NCCN1CCOCC1)c1ccc(CS(=O)(=O)Cc2ccccc2F)o1
48	Cc1cccc(NC(=O)C2CCN(S(=O)(=O)c3c(C)noc3/C=C/c3ccco3)CC2)c1C
49	CN(C)c1nc(C(N)=O)nc(N2CCOCC2)n1
50	CC1CCCCN1C(=O)Cn1c(=O)oc2cc(S(=O)(=O)N3CCCC3)ccc21 (configuration not stated)
51	CC(=O)N(C)/C=C1\Sc2ccccc2C1=O
52	c1ccc(CNc2nc3ccccc3n3cnnc23)cc1
53	Cc1cc(CN2CCC(n3nccc3NC(=O)c3ccccc3C)CC2)n[nH]1
54	Cc1ccc2nc(/C(C#N)=C/c3ccccc3C(=O)O)[nH]c2c1
55	N#CC1(NC(=O)CN2C(=O)c3ccccc3C2=O)CCCCC1

assay / compound,47,48,49,50,51,52,53,54,55
TDP1 block,-2.2%,0.0%,3.0%,.,-7.9%,4.9%,2.4%,.,0.1%
TDP1 cell noCPT,-3.7%,-8.9%,-27.7%,-18.3%,-19.3%,-3.0%,0.3%,3.0%,-10.0%
N370S GC mod,8.6%,.,-0.1%,?,0.0%,8.5%,-2.0%,-4.3%,.

56	CS/C(=N\S(=O)(=O)c1ccccc1)c1ccccc1
57	CC1CCc2c(sc3nnn(CC(=O)Nc4ccc(Cl)cc4)c(=O)c23)C1 (configuration not stated)
58	COc1ccc2nc(N(Cc3cccnc3)C(=O)Cc3ccccc3)sc2c1
59	Cc1ccc2oc(=O)c(/C=C(\O)c3cccs3)nc2c1
60	COc1ccc(C=C(c2nc3ccccc3s2)c2nc3ccccc3s2)cc1O

assay / compound,56,57,58,59,60
TDP1 block,2.4%,6.6%,7.8%,-1.2%,14.1%
TDP1 cell noCPT,-28.4%,?,-7.0%,?,20.6µM*
N370S GC mod,5.1%,.,.,0.3%,-14.1%

Rewritten with tabs: entries from further up.
#	mol	TDP1 block	TDP1 cell noCPT	N370S GC mod
24	COc1ccc(/C=C/c2nc(S(=O)(=O)c3ccccc3)c(NCCCN(C)C)o2)cc1OC	5.0%	-3.0%	25.1%
25	CCOc1ccccc1NC(=O)COc1coc(CN2CCCc3ccccc32)cc1=O	3.0%	?	-1.2%
26	O=C(Nc1cccs1)Nc1ccccc1Cl	-7.0%	?	-4.4%
27	O=C(Nc1nc(-c2ccc(F)c(F)c2)cs1)c1cnccn1	.	-1.1%	4.7%
28	CN1CCN(C2=C(Cl)C(=O)N(Cc3ccccc3)C2=O)CC1	0.0%	-17.5%	1.9%

Carrying on.
61	COc1ccccc1-c1noc2ncnc(Nc3ccc4c(c3)OCO4)c12
62	C/C(=N/NC(=O)c1ccc(C)s1)c1ccncc1
63	CC(C)=CCC/C(C)=C/CO/N=C1/C[C@@H](O)[C@@H](O)[C@@H]2[C@@H]3C(=O)N(Cc4ccccc4)C(=O)[C@H]3CC[C@@H]12
64	COc1ccc(C(=O)Nc2ccc(NC(=O)C(C)C)nc2)cc1
65	CCN(CC)S(=O)(=O)c1ccc(C(=O)NCC(=O)NC2CC2)cc1

assay / compound,61,62,63,64,65
TDP1 block,.,3.1%,4.8%[21 µM],0.0%,.
TDP1 cell noCPT,-4.2%,1.5%,.,-7.3%,-36.8%
N370S GC mod,-3.8%,-3.4%,-4.2%[12.8 µM],-0.4%,3.8%

66	Nc1nc(-c2ccc(Oc3ccccc3)cc2)c(CC(=O)O)s1
67	CC1(c2ccccn2)Nc2ccccc2-c2nc3ccccc3n21 (configuration not stated)
68	O=C1CC(N2CCN(S(=O)(=O)c3ccccc3F)CC2)C(=O)N1c1ccc(F)cc1F (configuration not stated)
69	O=C(CCNC(=O)c1ccc(Cl)cc1)NCC(c1ccco1)N1CCCCC1 (configuration not stated)
70	O=C(CNC(=O)C12CC3CC(CC(C3)C1)C2)NC1=NCCS1

assay / compound,66,67,68,69,70
TDP1 block,.,3.9%,-0.4%,1.2%,0.0%
TDP1 cell noCPT,11.1%,16.4µM*,-23.3%,-23.1%,?
N370S GC mod,-23.0%,?,.,-12.1%,-6.7%

71	O=[N+]([O-])c1cc([N+](=O)[O-])c(Oc2c(F)cccc2F)cc1NN1CCCCC1
72	COc1ccc(C(=O)Nc2nnc(SCC(=O)NCc3ccco3)s2)cc1OC
73	OC1c2cc(Br)ccc2N=C2CCCN21 (configuration not stated)
74	Cc1cc(C)c2cc(C=O)c(Cl)nc2c1
75	CC(C)(C)N=C1C([N+](=O)[O-])=CC=C2C1=NC1(CCCCC1)N2O
76	CCCCCCN(C(=O)CCCCCN1C(=O)NC(c2ccc(-c3ccccc3)cc2)C(C(=O)OCc2ccccc2)=C1C)C(C(=O)NCCCC)c1ccc(O)c(C(=O)OC)c1 (configuration not stated)
77	C=CCN1C(=O)c2ccc(C(=O)OCC(=O)N3CCN(c4ccccc4)CC3)cc2C1=O

assay / compound,71,72,73,74,75,76,77
TDP1 block,.,-0.7%,.,4.9%,-2.7%,2.4%&8.7%,.
TDP1 cell noCPT,-12.8%,7.2%,18.4µM*,1.03µM*,?,.,-13.4%
N370S GC mod,2.4%,-4.9%,-12.5%,8.9%,9.9%,8.4%&3.3%,-6.0%
